E-sel TNF inh: E-selectin induction blockers in HUVEC – imaging, immunofluorescence, high content, primary screen | AID 1246, 2008 | hit rate 0.71% among 120,000 | HUVEC TNFa-induced E-selectin immunofluorescence | inhibition, % at 2 µM;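 active means inhibition above the batch mean plus 3 SD, and confirmed as a hit on visual image review, cut at about 43% in these data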;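 further: 0% = TNF-stimulated DMSO wells and 100% = unstimulated control wells; not every result past the cut was called active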
Phagocytosis inh: inhibitors of macrophage phagocytosis, primary screen, imaging, J774A.1 cells, IgG beads. inhibition, % at 5 µM. hit rate 0.07% among 110,000. J774A.1 macrophage IgG-bead phagocytosis. AID 1029, 2008;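 active means inhibition above the mean of the plate negative controls plus 5 SD, cut at about 13% in these data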;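 further: phagocytic index as fraction of beads internalized from green versus red external bead signal; plate controls were DMSO negative control for no effect and cytochalasin-D positive control for full effect; some results beyond the cut were filed as inactive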
MRP-1 activ: H69AR viability gain despite doxorubicin, primary screen, MRP-1 activator project, H69AR cells, CellTiter-Glo | hit rate 0.61% among 140,000 | viability increase, % at 10 µM | viability rescue;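 active means viability gain under doxorubicin at or above a set limit, the compound median plus 3 SD, cut at about 4.7% in these data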;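 further: MRP-1 overexpressing cells given doxorubicin 25 µM after compound pretreatment; 18-22 h compound pretreatment then 72 h with doxorubicin before readout; 0% = doxorubicin-only wells and 100% = vehicle-treated cells without doxorubicin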
NPY-Y2 antag: NPY-Y2 receptor antagonists, primary screen, cell-based. Neuropeptide Y receptor type 2 (Homo sapiens), P49146. NPY-Y2 expressing cells, antagonist mode. inhibition, % at 2.7 µM. hit rate 0.99% among 140,000. AID 793, 2007; in the data active means inhibition above about 17%;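 further: 0% = vehicle with agonist challenge and 100% = reference antagonist with challenge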
Target sequence (P49146 whole entry, looked up): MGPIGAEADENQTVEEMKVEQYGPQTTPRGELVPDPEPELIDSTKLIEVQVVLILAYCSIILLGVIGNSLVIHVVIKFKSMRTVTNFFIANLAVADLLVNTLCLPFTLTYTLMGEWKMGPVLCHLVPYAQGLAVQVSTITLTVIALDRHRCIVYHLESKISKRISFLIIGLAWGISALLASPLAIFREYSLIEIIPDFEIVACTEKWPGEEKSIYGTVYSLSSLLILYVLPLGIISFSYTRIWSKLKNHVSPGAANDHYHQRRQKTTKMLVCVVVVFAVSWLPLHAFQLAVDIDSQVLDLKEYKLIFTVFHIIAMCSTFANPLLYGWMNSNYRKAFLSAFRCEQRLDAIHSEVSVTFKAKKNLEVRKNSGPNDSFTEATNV
BB579 growth dn: growth inhibitors of yeast BB579 in restrictive medium, primary screen, yeast lifespan-shortening project, S. cerevisiae | OD615, 48 h | inhibition, % at 10 µM | hit rate 0.51% among 140,000 | AID 804, 2007;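 active means inhibition above a set limit, 3 SD over the mean compound inhibition, cut at about 44% in these data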; further: inactives centre near -24
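Test system: S. cerevisiae DeaD strain BB579 yeast; Medium: restrictive CSMM-D medium; Compound: one dose, 10 µM compound with 0.25% DMSO; Incubation: 4 h cell preincubation, 48 h compound exposure, 30 °C humidified; Signal: OD at 615 nm; Benchmarks: amphotericin B at 10 µg/mL as positive control.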
GALR2 antag: GALR2 antagonists in receptor-expressing cells, primary screen | AID 828, 2007 | hit rate 0.39% among 140,000 | antagonist mode | Galanin receptor type 2 (Homo sapiens), O43603 | inhibition, % at 4 µM; in the data active means inhibition above about 27%;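 further: cells stimulated with galanin 1-16 at roughly its EC80; 0% = agonist challenge control and 100% = basal control without agonist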
Target sequence (O43603 whole entry, looked up): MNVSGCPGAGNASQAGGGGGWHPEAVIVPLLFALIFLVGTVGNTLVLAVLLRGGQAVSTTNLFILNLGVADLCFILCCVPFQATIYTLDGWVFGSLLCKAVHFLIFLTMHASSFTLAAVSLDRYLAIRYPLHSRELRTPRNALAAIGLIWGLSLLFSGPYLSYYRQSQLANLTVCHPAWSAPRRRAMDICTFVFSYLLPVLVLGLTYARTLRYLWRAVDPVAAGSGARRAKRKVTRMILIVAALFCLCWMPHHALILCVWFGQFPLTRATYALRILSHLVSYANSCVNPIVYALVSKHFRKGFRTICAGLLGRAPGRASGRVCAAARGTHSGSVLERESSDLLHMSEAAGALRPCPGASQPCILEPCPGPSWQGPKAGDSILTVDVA
HCT116 PTEN-null: growth suppression of PTEN-null HCT116, primary screen, cell-based, CellTiter-Glo | HCT116 PTEN-null viability, 60 h; stronger effect = lower value | viability, % at 10 µM | hit rate 1.2% among 140,000 | AID 827, 2007;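 active means viability at or below a set limit, 4 SD under the median of all tested compounds, cut at about 3.7% in these data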;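 further: PTEN knockout HCT116 line with beta catenin targeted HCT116 as companion control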
Measles CPE: compounds protecting cells from measles virus cytopathic effect, primary screen, measles RdRp inhibitor project, single point, MLSMR library, absorbance; Measles virus-infected cells, CPE protection; protection (pct of control), % at 4 µM; hit rate 1.5% among 140,000; AID 841, 2007; in the data active means protection mostly above about 24%, no sharp cut-off; inactive means mostly below about 26%; further: some compounds called inactive have numbers as strong as hits
HCT116 bCat-KO: primary screen for growth suppressors in beta-catenin knockout HCT116 cells (colon tumor, human); HCT116 beta-catenin knockout viability, CellTiter-Glo, 60 h; stronger effect = lower value; viability, % at 10 µM; hit rate 1.5% among 140,000; AID 818, 2007;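 active means viability at or under a set limit, the compound median less 4 SD, cut at about 6% in these data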;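 further: 0% = Hyamine 1622 control at 20 µM and 100% = untreated cell control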
Yeast life ext: compounds extending yeast replicative lifespan, primary screen, S. cerevisiae, OD615; inhibition of the nicotinamide effect, % at 10 µM; AID 775, 2007; S. cerevisiae growth with nicotinamide; deaD strain in restrictive glucose medium; hit rate 0.68% among 130,000;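 active means inhibition above a set limit, placed 3 SD over the median of all compounds, cut at about 26% in these data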;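 further: 0% = nicotinamide-treated wells and 100% = cells grown without nicotinamide; some compounds called inactive have numbers as strong as hits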
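Test system: DeaD-strain S. cerevisiae / Buffer or medium: restrictive glucose medium / Also added: nicotinamide 1.5 mM / Doses: one concentration, 10 µM, DMSO 0.25% / Schedule: 48 h at 30 °C / Signal: OD615 measurement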
* hit, by the source's call; x = no result given; & = joins results of further samples. An unsorted share of the library, and some 6.2% of all compounds hit somewhere here.

no.	mol	E-sel TNF inh	Phagocytosis inh	MRP-1 activ	NPY-Y2 antag	BB579 growth dn	GALR2 antag	HCT116 PTEN-null	Measles CPE	HCT116 bCat-KO	Yeast life ext
1	COCCCNCCCCSc1ccc(Cl)cc1	x	-3.8	-1.9	2.5	-8.7	-1.6	69.2	1.8	74.8	6.5
2	Cn1c(OCc2cccnc2)nc2c1c(=O)n(Cc1ccccc1)c(=O)n2C	-3.9	-0.5	2.2	1.5	8.7	5.1	99.8	15.9	92.5	-8.9
3	Cc1noc(NS(=O)(=O)c2ccc(N3CC(O)=C(c4ccccc4)C3=N)cc2)c1C	19.6	0.5	-0.9	-2.1	-22.1	9.8	79.9	21.4	85.3	-12.3
4	CC(C)C(C(=O)C=[N+]=[N-])N1C(=O)c2ccccc2C1=O (stereo not given)	-21.8	0.4	-0.1	0.7	-31.7	-0.1	88.3	11.9	88.8	-0.5
5	CCCCN(CCCC)S(=O)(=O)c1ccc(SCC(=O)OCC)c([N+](=O)[O-])c1	-32.1	x	-0.5	3.0	-53.9	-4.2	90.7	18.9	100.2	3.6
6	CCC(=O)N1N=C(c2ccc(C)o2)CC1c1ccc(Br)cc1 (stereo not given)	-4.4	-10.4	-1.8	4.0	-15.8	-16.4	91.1	1.7	101.4	5.9
7	Cc1cc(C)n2c(-c3ccccc3Cl)nnc2n1	x	-3.2	0.9	0.5	-14.4	1.0	100.2	4.1	100.8	-1.9
8	CCN(CC(F)(F)C(F)F)S(=O)(=O)c1ccc(NC(=O)OC)cc1	4.2	x	-1.3	1.1	-10.8	-3.2	87.7	6.1	86.9	8.8
9	COc1ccc(C2CCCN2C(=O)c2cccs2)cc1 (stereo not given)	-2.7	-0.1	-1.7	0.2	-13.4	-6.7	94.6	1.1	81.4	-4.1
10	O=C(Oc1cccc2cccnc12)c1cccc(-n2cnnn2)c1	-2.3	x	-3.6	0.4	1.4	12.9	96.3	17.9	92.1	x
11	Cn1c(NC(=O)c2ccc(S(=O)(=O)N3CCCCC3)cc2)cc(=O)n(C)c1=O	-1.9	4.4	-0.3	1.3	-38.5	2.3	93.8	3.1	101.0	4.3
12	COc1ccc(OC)c(NC(=O)CCN2CCN(Cc3ccccc3)CC2)c1	-30.1	-1.7	-2.8	0.8	-35.0	1.4	103.7	3.2	99.0	-4.5
13	O=C(O)C(CCCCN1C(=O)c2ccccc2C1=O)N1C(=O)c2ccccc2C1=O (stereo not given)	9.7	-0.6	0.3	5.1	-25.0	-4.1	98.0	23.5	95.5	-9.4
14	Cc1ccsc1/C=C1/SC(N2CCOCC2)=NC1=O	x	-7.0	-2.5	3.8	3.3	15.2	85.1	45.6	80.2	-4.4
15	OCCN1CCN(C(=S)c2ccc(Cl)c(Cl)c2)CC1	-6.5	-4.3	-0.5	-1.2	-43.0	2.6	106.2	-0.4	88.8	-3.9
16	CC(C)(C)c1nc2scc(-c3ccc(Cl)cc3)c2c(=O)o1	4.7	3.5	-0.2	3.1	-33.7	-23.8	98.5	18.2	107.3	-6.0
17	CCC(C(=O)Nc1ccncc1)c1ccccc1 (stereo not given)	x	-4.0	0.1	1.2	4.3	11.8	94.4	5.4	87.0	18.5
18	O=C(C1CCC1)N1CCc2cc(S(=O)(=O)NC3CCCc4ccccc43)ccc21 (stereo not given)	15.7	-0.9	-1.2	1.8	-54.2	-0.3	92.5	21.5	89.1	-0.3
19	CCCCOC(=O)c1ccccc1N1C(=O)C2C3CCC(C3)C2C1=O (stereo not given)	x	2.7	-1.8	3.5	-22.1	22.2	99.2	6.1	88.0	11.7
20	O=C(CC(c1cccs1)S(=O)(=O)c1ccccc1)c1ccc(F)cc1 (stereo not given)	x	-14.7	-4.8	4.0	-12.2	-14.5	25.9	3.6	34.5	3.1
21	CSC1=N/C(=C\c2ccc(Br)o2)C(=O)S1	1.4	x	-4.6	0.7	-47.5	7.3	95.5	13.4	97.2	-22.0
22	COc1ccc(/C=N/NS(=O)(=O)c2ccc(C)cc2)cc1OC(=O)c1ccc(C)cc1	0.3	-0.9	0.6	6.0	-27.3	-10.5	102.5	7.8	98.9	4.1
23	Cc1ccc2[nH]c3c(NCc4ccco4)ncnc3c2c1	0.0	-0.3	-2.5	1.2	-46.9	26.2	42.9	2.8	31.8	-17.2
24	COC(CCN(C)C)(c1ccccc1)c1ccccc1	-9.3	0.0	-3.6	1.6	-41.9	0.8	96.0	4.3	105.0	1.2
25	c1coc(-c2ncc[nH]2)c1	x	-0.5	-1.4	0.9	-9.1	2.3	96.9	26.7	86.6	-7.6
26	CCN=C1S/C(=C\c2ccc(Sc3ccc(Cl)cc3)o2)C(=O)N1CC	11.8	x	1.7	2.2	-11.0	-8.9	81.4	30.6	86.7	-7.3
27	N#CC1=C(N)OC2=C(C(=O)CCC2)C1c1ccsc1 (stereo not given)	x	-1.0	-1.5	4.1	0.6	5.5	99.6	4.0	92.8	-5.4
28	CCOC(=O)c1c(NC(=O)CN2CCOCC2)sc2c1CCCC2=O	-17.0	0.5	-2.0	3.8	-31.1	-1.8	75.2	18.9	75.0	-6.0
29	COC(=O)c1ccccc1NC(=O)Oc1ccc(F)cc1	4.0	x	-1.8	-0.7	-29.1	0.5	93.7	1.3	92.2	-15.8
30	Cc1c(NC(=O)NC(=O)c2ccc(F)cc2)c(=O)n(-c2ccccc2)n1C	x	-0.6	0.5	0.4	8.7	11.2	88.0	3.4	83.8	-11.6
31	CCOC(=O)Cc1csc(NC(=O)CSc2nnc(C)n2C)n1	-23.4	1.0	1.2	-0.3	-7.5	-9.7	107.1	5.2	96.1	-3.9
32	Clc1ccc(-n2nnnc2-c2cnc(-c3ccncc3)nc2-c2cccs2)cc1	-1.1	x	-6.8	15.1	-47.9	-5.5	7.6	5.5	61.1	x
33	Cc1csc(NC(=O)CSc2ncn(-c3ccccc3)n2)n1	-21.5	-2.2	-2.8	1.0	-7.2	-6.7	97.9	4.2	90.5	-7.0
34	CC(C)NS(=O)(=O)c1ccc(CCC(=O)Nc2ccc3c(c2)OCCO3)cc1	x	x	-2.7	1.1	-7.9	-2.6	93.4	11.2	92.8	0.4
35	Nc1ccccc1SCC(=O)Nc1ccc(N2CCOCC2)cc1	37.4	-0.5	-4.6	-1.5	23.9	4.4	98.5	4.8	89.0	-2.0
36	CCN1CCN(C(=O)C2CCN(C(=O)c3cc4sccc4n3CC)CC2)CC1	x	0.2	-0.2	1.1	-2.4	-0.3	102.0	7.2	97.4	-19.5
37	Cc1ccc2nc3c(c(C(=O)O)c2c1)CCC3	-12.9	-2.0	-0.8	7.7	-28.5	-8.3	109.4&88.8	1.3	86.2	-8.8
38	COc1cc2c(cc1OC)CN(CC(=O)Nc1ccc3c(c1)OC(F)(F)O3)CC2	18.1	-0.7	0.9	11.1	2.1	7.0	90.4	20.2	85.7	-12.2
39	O=C(CN(Cc1ccccc1)S(=O)(=O)c1ccc2c(c1)OCCO2)N/N=C/c1ccc(F)cc1	6.6	x	-0.8	4.0	-35.9	-11.0	50.1	15.8	52.0	-8.9
40	COc1ccc(-n2c(SCC(=O)NCC3CCCO3)nc3ccccc32)cc1 (stereo not given)	-5.6	0.3	-1.8	4.3	-9.6	-0.4	93.5	7.2	101.5	-12.0
41	Cn1c(=O)cc(OCC(=O)N2CCCc3ccccc32)c2ccccc21	-34.0	0.1	-0.4	0.0	-41.0	-2.1	99.7	11.9	96.2	3.3
42	O=C(Nc1ccc(C#Cc2ccccc2)cc1)C1CC1	33.4	0.4	3.0	-3.1	-13.4	4.9	63.8	58.2*	76.7	-24.5
43	O=C(CC(NS(=O)(=O)c1ccc(Cl)cc1)c1ccco1)NCc1cccnc1 (stereo not given)	x	-1.5	-0.1	2.3	-34.4	5.8	96.3	12.9	92.5	15.1
44	CN(C)S(=O)(=O)c1ccc(C(=O)N2CCN=C2SCc2cccnc2)cc1	x	1.6	4.0	-1.5	-49.0	2.4	93.3	3.4	87.6	-1.2
45	CC1(C)CC(=O)c2cc(OCC(=O)NCCN3CCOCC3)ccc2O1	x	-0.8	-3.3	3.3	-30.1	-10.0	102.9	9.2	99.0	1.2
46	CCOC(=O)C1CCN(C(=O)Cn2cccc2C(=O)c2ccccc2)CC1	12.5	-0.8	-0.6	0.7	-6.8	7.7	107.9	5.3	101.3	-6.7
47	CCOc1ccc(C(=O)/C=C/c2ccccc2C(F)(F)F)cc1	-48.9	-6.7	-1.6	3.2	-39.2	3.8	55.9	7.7	35.9	1.8
48	O=C(NC1CCCC1)c1cccnc1N1CCCCCC1	21.6	x	0.0	-2.5	-27.8	3.2	95.2	9.1	93.4	-9.5
49	CCOC(=O)c1oc2ccccc2c1CSc1nnc(-c2ccco2)o1	16.8	0.3	-1.7	7.7	-24.0	11.8	91.8	8.3	90.2	x
50	CC(C)NC(=O)COC(=O)c1ccccc1Oc1ccccc1	7.0	-1.2	-1.5	2.8	-71.0	-3.8	104.5	6.9	80.5	-4.1
51	Brc1ccc(-c2nc3ncccn3c2Nc2ccc3c(c2)OCCO3)o1	8.2	-0.2	-3.7	4.7	-52.8	-5.2	72.8	3.9	81.0	-21.8
52	O=C(c1ccccc1)c1cc(-c2ccccc2)on1	-15.4	-3.8	-3.5	1.5	0.8	9.6	90.4	5.4	91.1	-9.6
53	Cc1cc(O)c(C=Nc2cccc(Cl)c2)c(=O)o1	-7.5	-0.2	-2.6	0.7	-12.3	7.7	96.3	13.2	93.5	-11.4
54	COc1ccccc1Nc1nc(N)nc(CN2CCCCCC2)n1	2.7	4.3	-3.2	2.6	-17.8	-1.8	96.1	10.9	95.2	-6.5
55	COC(=O)[C@H](C)NC(=O)Nc1ccccc1F	x	-0.9	-0.4	-3.0	-18.8	-1.4	108.0	17.3	101.5	-2.8
56	COc1cc(C2CC(=O)n3c(nc4ccccc43)S2)cc(OC)c1OC (stereo not given)	2.7	x	0.7	4.0	-12.3	3.9	95.7	9.3	93.8	x
57	Cc1c(C2C(C#N)=C(N)OC3=C2C(=O)CCC3)cnn1C (stereo not given)	x	-5.5	-1.0	-0.7	-27.1	-2.4	101.9	6.2	97.3	4.7
58	CC1CCCC(C)N1NC(=S)Nc1ccc(OC(F)F)cc1 (stereo not given)	x	1.2	-1.2	2.2	3.1	3.6	89.0	6.7	79.8	-0.5
59	CNc1oc(-c2ccccc2Cl)nc1C#N	31.2	-0.4	-0.5	3.4	13.9	1.1	84.1	7.5	94.9	-33.6

Screening results from PubChem BioAssay.
